Source: PubChem
S3 lipid droplet: qHTS Assay for Lipid Storage Modulators in Drosophila S3 Cells | Drosophila S3 cells, BODIPY lipid droplet fluorescence, 18-24 h; cells fed with added oleic acid | Potency in µM for hits, for the others lipid storage change, negative = inhibition, % at the top dose, mostly 46.1 µM | hit rate 0.64% among 320,000; active = well fitted inhibition curve with a large enough effect in the signal ratio, with a control signal flat, not every such curve was filed as active; inconclusive = small, poorly fitted or top-dose-only effect, or effect the other way, or a change in a side signal; the % refers to the signal ratio
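Laser-scanning cytometry quantifies lipid droplet accumulation (500–530 nm total intensity; droplet/cell object ratio) in oleic acid-fed (400 uM added) Drosophila S3 cells treated with a concentration series. 20 uM Triacsin C defined 100% inhibition.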
S3 lipid droplet cell count max: second read-out of S3 lipid droplet, no call of its own (marks repeat the call); cell number change, %; measured here: cell count max response;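 cells counted by Cell Tracker Red CMTPX staining in the red channel; peak over a dose series mostly up to 46.1 µM; percent activity relative to internal control wells on each plate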
An asterisk follows results filed as active; i = inactive; ? = inconclusive; · = not tested or not shown. % is set by controls: 0 for no effect and ±100 for the full control effect; potency is the fitted concentration of half-maximal effect.

Start of the data: the first 2 compounds, to show the layout:
S3 lipid droplet	S3 lipid droplet cell count max	SMILES
2%	10	CC1(OC(=O)CCc2ccccc2)C(=O)C=C2C=C(c3ccc(C#N)cc3)N(C3CC3)C=C2C1=O (stereo unspecified)
0%	0	COc1ccc(C(=O)COc2cccc(NC(=O)c3ccco3)c2)cc1

Main list, previewed entries included:
S3 lipid droplet	S3 lipid droplet cell count max	SMILES
2%	10	CC1(OC(=O)CCc2ccccc2)C(=O)C=C2C=C(c3ccc(C#N)cc3)N(C3CC3)C=C2C1=O (stereo unspecified)
0%	0	COc1ccc(C(=O)COc2cccc(NC(=O)c3ccco3)c2)cc1
?	·	CC(=O)Nc1cc(NC(C)=O)c2nc(N)sc2c1
6%	-5	Cc1cc(C)c(C(=O)COC(=O)Cn2cnnn2)cc1C
9%	16	CCN(CC)CC(=O)N1c2ccccc2Oc2c(c(=O)n(C)c(=O)n2C)C1c1cccc([N+](=O)[O-])c1 (stereo unspecified)
?	·	CSc1nc2nc3c(cc2c(=O)n1-c1cccc(C)c1)COC(C)(C)C3
?	·	CCc1ccccc1NC(=O)c1cc(-c2ccc(OC)cc2)on1
i	·	CCOC(=O)c1ccc(-c2c(C(=O)OCC)oc3cc(O)c(CC)cc3c2=O)o1
?	·	Nc1ccccc1C#CC(=O)c1ccccc1
?	·	COc1ccc(OCC(=O)Nc2ccc3c(c2)n(C)c(=O)n3C)cc1
?	·	CCOC(=O)C1CCCN(Cc2cc(=O)oc3cc(C)ccc23)C1 (stereo unspecified)
-6%	-12	O=C(C1CCC(=O)N(C2CCCC2)C1)N1CCN(c2ccccc2Cl)CC1 (stereo unspecified)
?	·	CCOC(=O)c1c(-c2cccs2)csc1NC(=O)CNCCN1CCOCC1
?	·	Cc1cc(C)c2nc(SCC(=O)Nc3ccc(S(=O)(=O)N4CCCC4)cc3)c(C)cc2c1
-8%	15	Cc1ccccc1NC(=O)c1ccc(C)c(S(=O)(=O)NCc2cccnc2)c1
-2%	21	COc1cc(NC(=O)c2ccccc2-c2ccccc2)cc(OC)c1
?	·	CC(=O)NCCN1C(=O)C2C3c4ccccc4C(c4ccccc43)C2C1=O (stereo unspecified)
?	·	COc1cc2ccccc2cc1-c1nnc(COc2ccccc2)o1
?	·	O=C(Nc1ccn(Cc2ccccc2)n1)c1cccc(F)c1
?	·	Cc1sc(C(C2C(=O)CC(C)(C)CC2=O)C2C(=O)CC(C)(C)CC2=O)cc1[N+](=O)[O-]
?	·	CCOC(=O)C1=CC[C@@H](c2ccco2)N(S(=O)(=O)c2ccc(C)cc2)[C@H]1C(=O)OCC
?	·	COc1ccccc1Nc1nc(N)nc(CSc2nnc(C)s2)n1
-2%	2	CCC1=C(OC(=O)N(CC)CC)N2C(=O)OC(=NCCOC)[C@]2(Cc2ccccc2)[C@H]2C1=CC[C@H]1C(=O)N(CC(=O)OC)C(=O)[C@H]12
?	·	CC(C)c1nc(CNC(=O)c2ccc(OC3CCN(Cc4ccccn4)CC3)cc2)cs1
?	·	O=C(CN1CCN(C(=O)c2ccccc2)CC1)Nc1ccccc1
?	·	COc1ccc(Cc2nnc(SCc3c(C)noc3C)n2C2CCCCC2)cc1OC
?	·	COc1cccc(CN(CC(=O)NCC2CCCO2)C(=O)CCC(=O)Nc2cc(C)on2)c1 (stereo unspecified)
?	·	Cc1oc(C(C)(C)C)cc1C(=O)Nc1ccc2c(c1)OCCO2
?	·	O=C(CSc1cc(Cl)ccc1Cl)NC1CCCC1
6%	-16	COc1ccc2ccccc2c1/C=N/n1cnnc1
?	·	O=C(NCc1cccnc1)C(=O)Nc1nc2ccccc2s1
?	·	CCOC(=O)CNC(=O)CSc1nc2sc(C)c(C)c2c(=O)n1C
?	·	CCn1c(SCc2ccc(F)cc2)nc2c(c1=O)SCC2
8%	7	COc1ccc(N(C)C(=O)Nc2ccc3nsnc3c2)cc1
?	·	CCCc1cc(C(=O)Nc2ccc(C)cc2)no1
18%	15	COc1ccccc1/C=C1/C(=O)N(c2cc(C)cc(C)c2)C(c2cccc([N+](=O)[O-])c2)S1(=O)=O (stereo unspecified)
?	·	COc1ccccc1-n1cccc1C=O
0%	-6	O=C(Nc1ccc(C(=O)Oc2ccccc2)c(O)c1)c1ccccc1
8%	9	CCn1nc(C(=O)NNC(=O)c2ccccc2OCc2c(C)noc2C)c2ccccc2c1=O
2%	15	COc1ccc(C(=O)OCC(=O)N2CCC(C)CC2)cc1S(=O)(=O)N1CCOCC1
-2%	-23	Cc1cc(C)c2c(=O)[nH]c(SCC(=O)NCCc3ccccc3)nc2n1
-3%	-9	CC1Cc2ccccc2N1CC(=O)NC(=O)NC1CCCC1 (stereo unspecified)
i	-1	COc1ccc(C2=NS(=O)(=O)N(C)C(C(=O)N3CCN(C)CC3)=C2)cc1
?	·	COc1ccc(CCN(C)C(=O)N2CCOCC2)cc1OC
6%	24	CC1(C)CC(=O)C(/C=N/c2ccccn2)=C(O)C1
24%	·	Cc1ccc(Cl)cc1NC(=O)COC(=O)Cn1cnc2c1c(=O)n(C)c(=O)n2C
?	·	CCOC(=O)C1=NN(c2ccc(C)cc2)CC1C(=O)OC (stereo unspecified)
?	·	Cc1c(Nc2c3ccccc3nc3ccccc23)c(=O)n(-c2ccccc2)n1C
?	·	COc1ccccc1N1CC(C(=O)Nc2nc(C)cs2)CC1=O (stereo unspecified)
?	·	CCn1nnc(-c2ccccc2NC(=O)C(F)(F)F)n1

More results.
S3 lipid droplet	S3 lipid droplet cell count max	SMILES
?	·	CC1Cc2cc(S(=O)(=O)NCc3ccccc3)ccc2N1C(=O)C1CCC1 (stereo unspecified)
?	·	O=C1c2ccccc2NC(c2ccc(-c3cccc(Cl)c3)o2)N1O (stereo unspecified)
?	·	CCOC(=O)Nc1ccc([N+](=O)[O-])cc1C
?	·	COc1ccc2[nH]c3nc(SCC(=O)NC4CC4)nnc3c2c1
1%	5	Cc1[nH]n(-c2ncc(-c3ccccc3)s2)c(=O)c1C(c1ccc(Br)cc1)C(C#N)C#N (stereo unspecified)
-1%	2	c1cc2c(cn1)cnc1cscc12
7%	9	Cc1ccc(OCC(=O)N2CCN(C(=O)c3ccncc3)CC2)cc1
?	·	CC(=O)c1ccc(-n2nnnc2SCC(=O)NC2CCCCC2)cc1
?	·	Cc1cccc(NC(=O)CSCC(=O)Nc2cc(Cl)ccc2N2CCOCC2)c1
?	·	CCOc1ccc(/C=C/C(=O)OCC(=O)NCCc2ccc(OCC)c(OCC)c2)cc1OC
?	·	Cc1ccc(CNS(=O)(=O)/C=C/c2ccc3c(c2)OCO3)cc1
5%	13	COc1cccc(/C=C/C(=O)c2ccc(NC3=NCCCS3)cc2)c1
9%	-5	COc1ccc(F)cc1CN1CCN(c2cc(C)nc3c4c(C)cc(C)nc4nn23)CC1
?	·	CCN(CC)C(=O)COc1ccc2c(c1)C(=O)CC(C)(C)O2
?	·	Cc1ccc(C(=O)CCC(=O)NNC(=O)c2ccccc2O)cc1
?	·	C=CCc1cccc(/C=N/NC(=O)C(C)Nc2cccc(C)c2)c1O (stereo unspecified)
i	17	COc1ccc2c(c1)c(=O)oc1cc(OC(C(=O)O)c3ccccc3)ccc12 (stereo unspecified)
?	·	Cn1c(=S)n(C)c2ccccc21
?	·	CCOC(=O)[C@H]1[C@H]2COc3cc(OC)ccc3[C@@H]2N2C(=O)c3cc(C)ccc3NC(=O)[C@@]12C
?	·	C=C(C)C1CC=C(C)/C(=N/NC(=O)C2CC2c2ccccc2)C1 (stereo unspecified)
i	4	Cc1cc(C)c2c(CN3CCN(C)CC3)cc(=O)oc2c1
?	·	O=C(CSc1ncnc2scc(-c3ccccc3)c12)NCc1ccc2c(c1)OCO2
?	·	Cc1noc(N)c1C(=O)Nc1ccc(C(C)(C)C)cc1
-5%	1	O=C(CCc1nnc(CCc2c[nH]c3ccccc23)o1)NC1CCC1
?	·	COc1ccc(NC(=O)CN(C)CC(=O)Nc2ccc3c(c2)CCC3)cc1
?	·	CC(=O)N1CCN(C(=O)c2cccc(S(=O)(=O)Nc3c(C)n(C)n(-c4ccccc4)c3=O)c2)CC1
?	·	O=C(NCCN1CCc2ccccc2C1)C1CCN(S(=O)(=O)N2CCCCC2)CC1
?	·	Cc1oc2c(C)c3oc(=O)c(CCC(=O)N4C[C@H]5C[C@@H](C4)c4cccc(=O)n4C5)c(C)c3cc2c1C
13%	-4	CCCCC12CN3CCN(CC(C3)/C1=N\NC(=O)Nc1ccccc1)C2
?	·	CCOC(=O)N1CCC(NC(=O)CSCc2nc(-c3cccc(OC)c3)oc2C)CC1
?	·	CC1CCC(NC(=O)COC(=O)c2ccco2)CC1 (stereo unspecified)
?	·	O=C(CN(C(=O)CNC(=O)c1ccco1)c1ccc2c(c1)OCCO2)NC1CCCCC1
-18%	-2	NCCSC1CC(=O)N(c2ccc(F)cc2)C1=O (stereo unspecified)
?	·	CCN(CC(=O)Nc1ccc(OC)cc1)C(=O)Cc1coc2cc(C)c(C)cc12
11%	·	COC(=O)c1cnn(-c2ccc(C(=O)Nc3cccc(C(C)=O)c3)cc2)c1N
?	·	CN(c1ccc(OCC(=O)N2CCCC2)cc1)S(=O)(=O)c1ccc(Cl)cc1
?	·	CC(=O)c1cccc(OCc2cc(C(=O)N(C)CCc3ccccn3)no2)c1
-11%	-18	O=C1c2cccc(OCC(=O)N3CCCc4ccccc43)c2CCN1Cc1cccnc1
?	·	CCCOc1ccc(/C=N/NC(=O)CN2CCCCC2)cc1
-25%	-3	CC(C)/C=C/CN1CCN(CCCc2ccccc2)C(CCO)C1 (stereo unspecified)

Sorted by length of the SMILES (lowest first): part of the list above
S3 lipid droplet	S3 lipid droplet cell count max	SMILES
-18%	-2	NCCSC1CC(=O)N(c2ccc(F)cc2)C1=O (stereo unspecified)
?	·	CC1CCC(NC(=O)COC(=O)c2ccco2)CC1 (stereo unspecified)
?	·	CCCOc1ccc(/C=N/NC(=O)CN2CCCCC2)cc1
?	·	Cc1noc(N)c1C(=O)Nc1ccc(C(C)(C)C)cc1
-25%	-3	CC(C)/C=C/CN1CCN(CCCc2ccccc2)C(CCO)C1 (stereo unspecified)
-5%	1	O=C(CCc1nnc(CCc2c[nH]c3ccccc23)o1)NC1CCC1
13%	-4	CCCCC12CN3CCN(CC(C3)/C1=N\NC(=O)Nc1ccccc1)C2
?	·	COc1ccc(NC(=O)CN(C)CC(=O)Nc2ccc3c(c2)CCC3)cc1
?	·	CC(=O)c1cccc(OCc2cc(C(=O)N(C)CCc3ccccn3)no2)c1
?	·	O=C(CSc1ncnc2scc(-c3ccccc3)c12)NCc1ccc2c(c1)OCO2
?	·	CN(c1ccc(OCC(=O)N2CCCC2)cc1)S(=O)(=O)c1ccc(Cl)cc1
11%	·	COC(=O)c1cnn(-c2ccc(C(=O)Nc3cccc(C(C)=O)c3)cc2)c1N
?	·	O=C(CN(C(=O)CNC(=O)c1ccco1)c1ccc2c(c1)OCCO2)NC1CCCCC1
?	·	CC(=O)N1CCN(C(=O)c2cccc(S(=O)(=O)Nc3c(C)n(C)n(-c4ccccc4)c3=O)c2)CC1
?	·	Cc1oc2c(C)c3oc(=O)c(CCC(=O)N4C[C@H]5C[C@@H](C4)c4cccc(=O)n4C5)c(C)c3cc2c1C

Further entries:
S3 lipid droplet	S3 lipid droplet cell count max	SMILES
?	·	COc1cc(OC)cc(-c2cc3nc(C)c(CCC(=O)NC(C)CCc4ccco4)c(C)n3n2)c1 (stereo unspecified)
?	·	CCc1ccc(NC(=O)CN(c2ccccc2)S(=O)(=O)N(C)C)cc1
?	·	CCOC(=O)C1(CC2CC2)CCN(Cc2cnc(-c3ccccc3C)nc2)CC1
?	·	O=C(N/N=C/c1cccc(Cl)c1Cl)Nc1ccccc1
13%	-2	COc1cccc(C2=NN(C(=O)c3ccco3)C(O)(C(F)(F)F)C2)c1 (stereo unspecified)
?	·	CN(Cc1ccccc1)/C(=N/O)c1cccc(Cl)c1
-4%	-1	O=C(O)Cc1csc(NC(=O)c2ccco2)n1
?	·	CC(N1CCOC1=O)S(=O)(=O)c1ccccc1 (stereo unspecified)
13%	-4	O=C(CNC(=S)NC(=O)c1ccc(F)cc1)c1ccccc1
7%	0	COc1cccc(CNc2ccc(C(=O)O)cc2)c1OCc1ccccc1
1.3µM*	-13*	O=C(CSc1ccc(Cl)cc1)Nc1cccc(-c2nc3ncccc3o2)c1
?	·	CCOc1ccc(/C=C/C(=O)OCC(=O)Nc2cccc(S(=O)(=O)N3CCCC3)c2)cc1
?	·	Nc1c(-c2ccc(Cl)cc2)nnn1-c1ccccc1
?	·	Cc1ccc(C(=O)CSc2ccccn2)cc1
12%	·	CCN(CC)CCCn1c2c(c(SCC(=O)Nc3nc4ccccc4s3)nc1=O)CCC2
-12%	-15	Cc1ccc(C2(C)NC(=O)N(CC(=O)N3c4ccccc4NC(=O)CC3C)C2=O)cc1 (stereo unspecified)
i	·	CC(=O)Nc1ccc(C(=O)Nc2nc(-c3ccccn3)cs2)cc1
?	·	C=CCN(c1ccccc1)S(=O)(=O)c1cccc(C(=O)NCC(c2ccc(OC)cc2)N2CCCCC2)c1 (stereo unspecified)
-3%	20	Cc1cccc(NC(=O)CSc2nnc(CN3CCOCC3)n2C)c1C
?	·	O=C(Cc1ccc(Cl)cc1)Nc1ccc(N2CCN(C(=O)c3ccco3)CC2)cc1
?	·	Nc1cc(N)nc(SCC(=O)NNC(=O)c2ccc(Cl)cc2)n1
-1%	12	O=C(CNC(=O)c1ccc(Br)o1)NC1CCCCC1
0%	9	CS(=O)(=O)NCCNc1cc(Cl)ccc1[N+](=O)[O-]
?	·	Cc1cccc(N2CCN(C(=O)C3CCN(S(=O)(=O)c4c(C)noc4C)CC3)CC2)c1C

The list is partial; the hit share may differ from the screen's.
